Source: PubChem (National Center for Advancing Translational Sciences (NCATS))
D3 ag: agonists of human D3 dopamine receptor; P35462; D3R DiscoveRx beta-arrestin cells, luminescence, 90 min; max activation, %; 410,000 compounds, 0.58% hits; in the data active = max activation above about 30%; also: 0% is about no effect; mostly tested at two doses, the higher about 12 µM
Target sequence (P35462 whole entry, looked up): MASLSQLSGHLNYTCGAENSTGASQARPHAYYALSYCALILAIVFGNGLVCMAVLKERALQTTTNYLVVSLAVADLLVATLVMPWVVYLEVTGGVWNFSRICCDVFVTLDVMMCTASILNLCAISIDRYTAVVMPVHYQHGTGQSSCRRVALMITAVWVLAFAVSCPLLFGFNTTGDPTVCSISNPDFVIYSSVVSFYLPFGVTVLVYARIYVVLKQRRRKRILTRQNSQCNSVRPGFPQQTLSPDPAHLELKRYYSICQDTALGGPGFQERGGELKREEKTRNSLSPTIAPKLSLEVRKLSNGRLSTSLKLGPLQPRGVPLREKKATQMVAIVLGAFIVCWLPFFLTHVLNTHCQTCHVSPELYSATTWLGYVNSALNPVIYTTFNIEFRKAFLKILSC
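Agonist mode: compounds and dopamine controls were applied to plated cells for 90 min at 37 degrees C after an overnight attachment at 1500 cells/well. Luminescent read-out followed 30 - 60 minutes at room temperature with DiscoveRx detection reagent.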
KB-V1 cytotox: kills drug-selected multidrug resistant KB-V1 cells. 400,000 compounds, 3.4% hits. KB-V1 MDR cells viability, CellTiter-Glo, 72 h. Potency, µM (titrated, usually from 46.1 µM), inactives show top-dose activity change, negative = cytotoxicity, hits mostly cytotoxic; also: potency is read from the fitted curve at half-maximal effect; % is scaled to controls: 0 for no effect and ±100 for the full control effect; nearly all actives have a fitted effect of over 60% in size
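Compound-treated KB-V1 multidrug-resistant cells, 72 h, 37 degrees C; viability by CellTiter-Glo. Fitted qHTS curves give the values.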
HT1080 IDH1KD tx: kills HT-1080 cells with IDH1 knockdown; Potency, µM (doses to about 46.1 µM), inactives show at the top dose activity, negative = toxicity, hits mostly cytotoxic; 360,000 compounds, 2% hits; HT-1080 IDH1 knockdown viability, ATP luminescence, 48 h;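 also: potency is read from the fitted curve at half-maximal effect; 0% = DMSO wells and -100% = cell-free medium wells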
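% activity derives from luminescence (CellTiter-Glo), normalised to DMSO and no-cell wells. HT-1080-IDH1KD cells, 750/well, had 48 h compound exposure at 37 °C.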
SW480 rerep: DNA re-replication induction in SW480 cells; SW480 DNA re-replication, Hoechst DNA content imaging, 48 h; Potency, µM (titrated, usually from 46.1 µM), for inactives: at the highest dose re-replication activation, actives largely listed as activators; 340,000 compounds, 1.8% hits; AID 624297; also: potency is read from the fitted curve at half-maximal effect; % of control where 0% means no effect; nearly all actives have a fitted effect of over 55% in size
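Cells (250 per well) received 23 nL compound or DMSO by pin tool and were kept 48 hr at 37 C, 5% CO2. Nuclei were then stained with Hoechst for 40 min and scanned for DNA content.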
HT1080NT lethal: kills 2HG-producing HT-1080-NT fibrosarcoma cells | Potency, µM (highest dose often 46.1 µM), for inactives: at the highest dose activity, negative = less viability, most hits filed as cytotoxic | HT-1080-NT fibrosarcoma viability, CellTiter-Glo ATP luminescence, 48 h | 360,000 compounds, 1.6% hits | AID 686970;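 also: NT is the 2HG producing partner of a matched IDH1 knockdown line; potency is read from the fitted curve at half-maximal effect; 0% = DMSO-treated cells and -100% = media-only wells without cells; nearly all actives have a fitted effect of over 55% in size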
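Viability of the 2HG-overproducing fibrosarcoma line after 48 hours of compound exposure at 37 degrees C was determined by luminescence with CellTiter-Glo, and concentration-effect curves were then fitted and categorized.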
GLP1R cytotox: cytotoxicity counter-screen for GLP-1 receptor inverse agonists; 410,000 compounds, 0.13% hits; HEK293 cAMP-luciferase reporter cells, luminescence, 24 h; Potency, µM (highest dose often 38.3 µM), for inactives: top-dose activity change, negative = inhibition, most hits filed as inhibitors;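 also: loss of luciferase light is scored as toxicity; potency is read from the fitted curve at half-maximal effect; % is scaled to controls: 0 for no effect and ±100 for the full control effect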
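Compound-treated cells are incubated 24 hr at 37 deg C under 5% CO2 after a 12 hour attachment period, then luciferase detection reagent is added and luminescence is measured following 12 min at room temperature; lowered signal indicates toxicity.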
IL-1B inflam inh: inhibitors of inflammasome signaling (IL-1 beta secretion) | THP-1 LPS/ATP IL-1B secretion, AlphaLISA, 16 h; active compounds read low | activity change, % at 57.5 µM | 360,000 compounds, 4.7% hits | AID 743279; in the data active = activity change below about -50%; inconclusive = mostly about -30% to -49%; also: % is scaled to controls: 0 for no effect and ±100 for the full control effect
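THP-1 cells pretreated 1 hr with compounds (up to 57.5 uM final), then stimulated with LPS (250 ng/mL final) plus ATP (1.25 mM final); secreted IL-1B measured by AlphaLISA after 16 hr, decreased signal indicating inhibition.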
KB-3-1 tox: kills parental KB-3-1 adenocarcinoma cells | KB-3-1 viability, CellTiter-Glo ATP luminescence, 72 h | Potency, µM (titrated, usually from 46.1 µM), for the others: top-dose activity change, negative = cytotoxic, actives largely listed as cytotoxic | 400,000 compounds, 1.4% hits; also: potency is read from the fitted curve at half-maximal effect; % is scaled to controls: 0 for no effect and ±100 for the full control effect; nearly all actives have a fitted effect of over 60% in size
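72 h, 37 °C compound treatment of KB-3-1 parental cells; CellTiter-Glo added, 10 min, luminescence read. Data corrected against DMSO-only plates and normalized before curve fitting.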
MCF10A rerep: induces DNA re-replication in MCF 10a normal breast cells; MCF 10A DNA re-replication, Hoechst nuclear intensity, 48 h; Potency, µM (doses to about 46.1 µM), without a hit: top-dose activity, positive = re-replication, usual class: activators; 350,000 compounds, 2.9% hits; AID 624296; also: potency is read from the fitted curve at half-maximal effect; % of control where 0% means no effect; nearly all actives have a fitted effect of over 50% in size
An asterisk follows results filed as active; ? = inconclusive; . = not tested or not shown; [ ] = dose if it differs, or a comment. Unless noted, calls follow the shape of the dose curve; as a rule, active = well fitted curve in the direction sought with a large enough effect; inconclusive = small, poorly fitted or top-dose-only effect, or another doubt; inactive = no such curve, though single readings can be large; an effect the other way counts as inactive or inconclusive.

Compound,D3 ag,KB-V1 cytotox,HT1080 IDH1KD tx,SW480 rerep,HT1080NT lethal,GLP1R cytotox,IL-1B inflam inh,KB-3-1 tox,MCF10A rerep
CCC(C)NC(=O)c1cc(Cl)ccc1OC (stereo not drawn),-3,-7%,-2%,1%,-6%,-3%,-7,0%,-4%
O=C1C(=Cc2ccc(Cl)cc2)CCc2ccccc21,3,2%,?,.,?,1%,-9,0%,.
CCc1c(C)sc(NC(=O)/C=C/C(=O)O)c1C(N)=O,0,7%,-9%,-4%,-1%,-1%,31,-9%,-1%
COc1ccc(NC(=O)c2sc3nc(N4CCOCC4)c4c(c3c2N)CC(C(C)C)OC4)c(OC)c1 (stereo not drawn),-2,?,16%,?,24%,8%,-12,20%,6%
COc1cccc(CNCCCSc2nnnn2C)c1,-30,3%,.,.,.,0%,.,5%,.
O=C(CSc1nc2ccsc2c(=O)n1Cc1ccccc1)NCC1CCCO1 (stereo not drawn),4,?,-4%,-5%,6%,4%,16,-1%,0%
CC(=O)OCCNC(=O)c1cccnc1,15,12%,6%,-2%,7%,13%,-12,21%,-7%
CCN(CC)S(=O)(=O)c1ccc(-c2nnc(SCC(C)=O)o2)cc1,-2,4%,-5%,-8%,-1%,9%,39,6%,8%
COc1ccc(N(C(=O)c2cccc(C)c2)S(=O)(=O)c2ccc(C)cc2)cc1,-21,-15%,.,.,.,-21%,.,?,.
Nc1cc[n+](CC(=O)c2ccccc2)cc1,-8,1%,0%,-1%,0%,-5%,35,?,-3%
CCOCCCNC(=O)c1c(-c2ccccc2)noc1C,0,13%,3%,11%[9.22 µM],7%,65%[activator],0,12%,-26%
Cc1oc2c(C)c3oc(=O)c(CCC(=O)N4C[C@H]5C[C@@H](C4)c4cccc(=O)n4C5)c(C)c3cc2c1C,-4,0%,-1%,12%,2%,-5%,?,-3%,?
COC(=O)c1sc(NC(=S)NNC(=O)c2c(Br)c(C)nn2C)c(C(=O)OC)c1C,1,0%,0%,24%,-4%,1%,19,-21%,0%
N#CN1CCC(NS(=O)(=O)c2ccc(C(F)(F)F)cc2)CC1,.,4%,.,-6%,.,.,.,-18%,14%
CCN(CC)C(=O)COc1ccc(S(=O)(=O)N2CCCC2)cc1,3,6%,1%,-25%,1%,0%,13,0%,6%
CCOc1ccccc1OCCC(=O)Nc1ccc(F)c(Cl)c1,2,-19%,0%,-3%,3%,-4%,0,-9%,?
Cc1cc(C)c2cc3c(N)c(C(=O)Nc4c(C)[nH]c(=O)[nH]c4=O)sc3nc2c1,6,7%,-6%,6%,-10%,3%,-1,15%,10%
COc1ccc(-c2[nH]ncc2CNC(C)c2ccccc2Cl)cc1F (stereo not drawn),-11,6%,-18%,?,-12%,4%,-26,-2%,?
CCc1c(C)nc(SCCOc2ccc(OC(C)C)cc2)[nH]c1=O,-5,4%,-8%,-9%,?,5%,25,-3%,15%
CC(C)c1ccccc1NC(=S)NCC1(N(C)C)CCCCC1,-11,-1%,-11%,4%,3%,?,-25,-11%,10%
CC(=O)Nc1ccc(S(=O)(=O)NC(C(=O)O)C(C)O)cc1 (stereo not drawn),2,?,-1%,-13%,6%,-9%,5,1%,5%
O=C(Cn1cc2c(n1)CCCC2)N1CCc2ccccc21,6,-6%,-7%,-1%,-6%,-16%,4,-3%,-2%
CCOC(=O)C(C)n1ncn2cccc2c1=O (stereo not drawn),-1,2%,6%,-2%,8%,3%,-2,-2%,-1%
CNc1ncnc(NC)c1[N+](=O)[O-],2,21%,10%,-4%,2%,-6%,-19,18%,-7%
Cc1ccc(NC(=O)NNC(=O)CN2C(=O)COc3ccccc32)cc1,1,3%,0%,-5%,0%,7%,20,-3%,-5%

A different layout for part of the listing above.
CC(C)c1ccccc1NC(=S)NCC1(N(C)C)CCCCC1
  D3 ag: -11 | KB-V1 cytotox: -1% | HT1080 IDH1KD tx: -11% | SW480 rerep: 4% | HT1080NT lethal: 3% | GLP1R cytotox: ? | IL-1B inflam inh: -25 | KB-3-1 tox: -11% | MCF10A rerep: 10%
COc1ccc(NC(=O)c2sc3nc(N4CCOCC4)c4c(c3c2N)CC(C(C)C)OC4)c(OC)c1 (stereo not drawn)
  D3 ag: -2 | KB-V1 cytotox: ? | HT1080 IDH1KD tx: 16% | SW480 rerep: ? | HT1080NT lethal: 24% | GLP1R cytotox: 8% | IL-1B inflam inh: -12 | KB-3-1 tox: 20% | MCF10A rerep: 6%

Additional entries
Compound,D3 ag,KB-V1 cytotox,HT1080 IDH1KD tx,SW480 rerep,HT1080NT lethal,GLP1R cytotox,IL-1B inflam inh,KB-3-1 tox,MCF10A rerep
COc1ccc(S(=O)(=O)N2CCCCC2)cc1NC(=O)c1ccc(C)cc1,-2,-13%,8%,-11%,1%,1%,-1,0%,1%
Cc1cc(C)c(NC(=O)COC(=O)CCn2c(C)csc2=O)c(C)c1,5,14%,-4%,0%,0%,-5%,5,-3%,-3%
CCC(C)N(C(=O)CSc1nc(C)nc2ccccc12)C1CCS(=O)(=O)C1 (stereo not drawn),7,9%,2%,-6%,2%,-9%,-59*,4%,4%
O=C1NC[C@H](Cc2ccccc2)N(CC2CCN(CC3CCCC3)CC2)C1=O,-18,-2%,8%,?,12%,4%,23,0%,-2%
COc1ccc2nc(SCCN(C)C)[nH]c2c1,-7,?,0%,62%,-8%,2%,-13,3%,-17%
CCCN1C(=O)c2cc(C(=O)Nc3ccc(OC)c(OC)c3)ccc2C1Nc1ccc(OC)c(OC)c1 (stereo not drawn),0,17%,-1%,-1%,-4%,-8%,23,17%,2%
O=C(Nc1nccs1)c1cn(-c2ccccc2)nc1-c1ccccc1,-5,?,?,23%,-7%,?,-63*,?,8%
Nn1c(SCc2ccc(C(=O)O)cc2)nnc1-c1ccc(Cl)cc1Cl,2,-24%,14%,-23%,2%,0%,16,-20%,?
N#Cc1cc2c(nc1Cl)CCC2,3,0%,0%,0%,-1%,0%,39,2%,1%
CCOC(=O)c1sc(-c2ccc(OC)cc2)cc1NC(C)=O,7,2%,7%,-9%,0%,11%,2,1%,2%
COc1ccc(C)cc1S(=O)(=O)N(CC(=O)Nc1cccc([N+](=O)[O-])c1)c1ccccc1,-4,-11%,-9%,-4%,-5%,-8%,-5,0%,-3%
NC(=S)Nc1cc(Cl)cc(Cl)c1,7,4%,-10%,-43%[inhibitor],-3%,4%,.,-1%,-20%
CCc1[nH]nc2c1C(C(C)C)C(C#N)=C(N)O2 (stereo not drawn),-1,-25%,-9%,-6%,-2%,-33%,-84*,-26%,?
O=C(NCc1ccc(Cl)cc1)C(=O)Nc1cccc(Br)c1,-3,21%,.,.,.,0%,.,?,.
CCOC(=O)C1CCCN(C(=S)NC(=O)/C=C/c2ccc(F)cc2)C1 (stereo not drawn),-4,-14%,0%,0%,-3%,?,-16,-2%,1%
COC(=O)C[C@H]1C=C[C@H](NC(=O)c2ccccn2)[C@@H](CO)O1,-5,-7%,19%,.,4%,9%,10,-4%,.
O=C(N/N=C/c1ccncc1)C1CC1C(=O)N/N=C/c1ccncc1 (stereo not drawn),1,-2%,19%,-1%,10%,1%,22,18%,0%
CCC(=O)Nc1ccc(S(=O)(=O)N2CCCCC2)cc1OC,-6,11%,0%,-8%,4%,0%,25,-3%,28%
CS(=O)(=O)N1CCC(C(=O)Nc2ccc(OCc3ccccc3)cc2)CC1,-8,-10%,2%,1%,-4%,-28%,-16,-3%,20%
COc1ccc2sc(-c3ccccc3OC)c(-c3ccc(OCCN4CCOCC4)cc3)c2c1,-15,-3%,-25%,8%,-19%,0%,-9,0%,-7%
CCN(CC)CCCNC(=O)CSc1nc(-c2ccc(OC)cc2)cc(C(F)(F)F)n1,-21,0%,.,.,.,0%,.,-17%,.
CCn1ncc(CNC(=O)C2(C)CC2(Cl)Cl)c1C (stereo not drawn),-2,0%,-5%,0%,-1%,21%,14,-1%,-3%
Cc1occc1-c1nnc(SCC(=O)NC2CCCC2)n1-c1ccccc1,0,?,14%,-4%,24%,-4%,21,11%,?
Clc1ccc(SCc2cc(-c3ccccc3)on2)cc1,-4,?,20%,0%,?,3%,-6,12%,-2%
CCC(C)C(NC(=O)OCc1ccccc1)C(=O)NC(Cc1ccc(O)cc1)C(=O)OC (stereo not drawn),-11,?,16%,2%,14%,17%,17,-6%,-1%
CC(Oc1ccc2ccc(=O)oc2c1)C(=O)c1ccccc1 (stereo not drawn),12,4%,15%,2%,19%,9%,-8,10%,-4%
Cc1cccc(CNC(=O)Cn2ccc3cc(S(=O)(=O)N4CCC(C)CC4)ccc32)c1,5,-2%,.,.,.,1%,.,5%,.
Cc1noc(C)c1CSCC(=O)N(C)CC(=O)Nc1ccccc1Cl,3,.,7%,-3%,-4%,19%,-3,.,-6%
COc1cccc(-c2nn(-c3ccccc3)cc2CNC(C)Cn2cncn2)c1 (stereo not drawn),-2,-2%,14%,-2%,0%,?,-10,0%,2%
C/C(=N\NC(=O)C1COc2ccccc2O1)c1ccccn1 (stereo not drawn),-20,?,?,14%,?,-9%,0,?,18µM*
Cc1cccc(NC(=O)[C@@H]2CCCN2C(=O)OC(C)(C)C)c1C,2,-10%,-1%,-5%,0%,-2%,13,4%,2%
Cc1ccc2oc(=O)cc(CN3CCN(Cc4ccccc4)CC3)c2c1,-19,-2%,-4%,-11%,-2%,14%,23,4%,1%
CCc1ccc(C2NC(=S)NC3=C2C(=O)N(c2ccccc2OC)C(c2ccc(CC)cc2)N3)cc1 (stereo not drawn),3,?,-3%,?,1%,-9%,-79*,0%,?
O=S(=O)(c1ccc(NC(=S)NN=Cc2ccccc2O)cc1)N1CCCCC1,3,7.3µM*,?,?,-11%,-14%,?,-2%,15%
Cc1cc(OCC(=O)N2CCC(C(=O)O)CC2)c2c(C)c(C)c(=O)oc2c1,24,10%,12%,-27%,12%,1%,10,0%,-5%
